Tn6 DDE FP: DD(E)-Tn6 binding inhibition, primary FP screen | P02675 | Fibrin DD(E) TRITC-Tn6 fluorescence polarization displacement | inhibition, % at 8.3 µM | hit rate 0.21% among 370,000 | AID 720509;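 active = inhibition above a per-campaign cutoff: mean of compounds within control limits plus 3 SD, cut at about 15% in these data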;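 also: 0% = median of all compound wells on the plate and 100% = blocking peptide control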
DDE Tn7 FP inh: inhibitors of Tn7 peptide binding to human fibrin DD(E) | FP displacement of FITC-Tn7 peptide from fibrin DD(E); 0% = median of compound wells per plate | inhibition, % at 8.3 µM | hit rate 0.13% among 370,000 | AID 720508;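 active = inhibition above the mean of compounds falling within the control limits plus 3 SD of them, cut at about 14% in these data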;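 also: 0% = plate median of compound wells and 100% = 10 µM Aha-Tn7 peptide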
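Assay system: human fibrin DD(E) protein / Input: 2 µM fibrin DD(E) / Benchmarks: high control of 10 µM Aha-Tn7 peptide / Measured by: fluorescence polarization of the labelled Tn7 tracer / Medium: Tris buffer with calcium and detergent, pH 7.8 / Timing: 10 min compound pre-incubation, 3 h probe incubation at room temperature / Repeats: one replicate per compound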
proKLK7 act: activators of human kallikrein-7 zymogen | purified proKLK7, EDANS-DABCYL substrate fluorescence; 100% is mature enzyme control, 0% vehicle | activation, % at 7 µM | hit rate 0.9% among 370,000 | AID 652039;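 active = activation above the mean of all tested compounds plus 3 SD, computed per campaign excluding outliers beyond control limits, cut at about 13% in these data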
Target sequence (P49862 whole entry, looked up): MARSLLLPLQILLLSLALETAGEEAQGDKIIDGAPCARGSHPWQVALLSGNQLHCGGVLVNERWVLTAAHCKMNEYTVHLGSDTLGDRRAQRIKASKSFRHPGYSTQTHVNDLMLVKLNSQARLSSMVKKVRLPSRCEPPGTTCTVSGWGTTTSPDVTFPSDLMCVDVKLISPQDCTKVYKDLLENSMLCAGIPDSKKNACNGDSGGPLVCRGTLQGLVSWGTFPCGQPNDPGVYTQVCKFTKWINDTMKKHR
TDP2 inh: TDP2 (human) inhibition, absorbance primary screen; inhibition, % at 12.8 µM; recombinant TDP2, T5PNP hydrolysis, p-nitrophenol absorbance 415 nm; AID 720702; O95551; hit rate 0.34% among 370,000;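 active = inhibition above the mean of all tested compounds plus 3 SD, set per campaign, cut at about 25% in these data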;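 also: 0% = DMSO with enzyme and 100% = buffer with substrate but no TDP2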
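Test system: human TDP2 enzyme; Input: 120 nM TDP2 per well; Buffer or medium: Mg2+-containing Tris-HCl buffer, pH 7.5; Reagent: 5 mM T5PNP; Dosing: 12.8 µM single point, 1% DMSO; Incubation: reaction 2 h, 37 °C; Detection: p-Nitrophenol epi absorbance; Read-out: % inhibition relative to enzyme-containing and enzyme-free wells; Replicates: single well per compound.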
TCR-CD3 inh: human TCR-CD3 binding inhibition | TAMRA-labeled TCR probe fluorescence, biochemical | inhibition, % at 9.4 µM | hit rate 0.37% among 360,000; in the data active = inhibition above about 19%;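 also: recombinant mutant TCR 2C K166C tagged with TAMRA read by polarization; 0% = receptor in buffer alone and 100% = receptor with positive control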
SIAE inh: blocks human sialic acid acetylesterase; SIAE FP-Rh probe binding, fluorescence polarization; hit rate 0.69% among 370,000; Q9HAT2; inhibition, % at 9.66 µM;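 active = inhibition above a cutoff: mean of compounds within the control limits plus 3 SD of those, cut at about 17% in these data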;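 also: 0% = plate median of compound wells and 100% = probe without SIAE protein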
LEDGF integ inh: blocks HIV-1 LEDGF/p75-dependent DNA integration; TR-FRET IN-LEDGF/p75 DNA integration, Eu/Cy5; inhibition, % at 3.7 µM; hit rate 0.64% among 370,000;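 active = inhibition above the screen-wide mean plus 3 SD, cut at about 13% in these data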;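 also: signal is the Cy5 over europium emission ratio at 671 and 618 nm; 0% = plate median of compound wells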
MBD2 DNA inh: blocks human MBD2 binding to methylated DNA; Q9UBB5; TR-FRET, MBD2 binding to methylated oligonucleotide; hit rate 0.31% among 370,000; AID 686964; inhibition, % at 4.4 µM; in the data active = inhibition above about 13%
PRMT1 FP inh: blocks human protein arginine methyltransferase 1; Q99873; inhibition, % at 2.79 µM; recombinant PRMT1, activity-based probe fluorescence polarization; hit rate 1.3% among 370,000; AID 652257;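 active = inhibition above about 21% made by adding two undisclosed values, limit read from the data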
UHRF1 MBD2 ctr: blocks human UHRF1 binding to methylated DNA. UHRF1 binding to methylated oligo, TR-FRET. inhibition, % at 4.4 µM. hit rate 0.75% among 370,000; in the data active = inhibition above about 21%;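 also: UHRF1 SRA domain binding a hemimethylated CpG hairpin DNA probe; 0% = median of test compound wells and 100% = reference inhibitor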
Target sequence (Q96T88 whole entry, looked up, the tested form may be a part): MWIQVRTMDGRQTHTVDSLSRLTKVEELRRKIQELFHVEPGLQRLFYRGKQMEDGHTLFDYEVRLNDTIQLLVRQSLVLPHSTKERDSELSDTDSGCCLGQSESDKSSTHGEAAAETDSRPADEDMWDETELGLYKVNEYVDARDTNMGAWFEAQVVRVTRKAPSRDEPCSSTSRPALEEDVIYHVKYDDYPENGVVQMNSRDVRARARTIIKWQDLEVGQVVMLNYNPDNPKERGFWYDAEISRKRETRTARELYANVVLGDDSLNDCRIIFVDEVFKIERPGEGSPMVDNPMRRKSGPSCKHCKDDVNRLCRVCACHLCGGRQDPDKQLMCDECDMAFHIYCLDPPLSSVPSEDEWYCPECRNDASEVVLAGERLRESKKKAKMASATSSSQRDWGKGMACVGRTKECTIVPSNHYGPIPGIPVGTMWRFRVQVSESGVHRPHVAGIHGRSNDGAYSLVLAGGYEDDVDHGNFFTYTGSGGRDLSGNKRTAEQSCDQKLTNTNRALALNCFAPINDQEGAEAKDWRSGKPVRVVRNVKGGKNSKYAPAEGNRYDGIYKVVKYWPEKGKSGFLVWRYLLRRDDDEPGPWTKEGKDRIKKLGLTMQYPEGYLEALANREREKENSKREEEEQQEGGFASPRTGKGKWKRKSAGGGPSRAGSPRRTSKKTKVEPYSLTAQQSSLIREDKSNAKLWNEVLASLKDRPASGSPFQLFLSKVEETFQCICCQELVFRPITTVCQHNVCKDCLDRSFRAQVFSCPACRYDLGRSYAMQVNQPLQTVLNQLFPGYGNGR
Starred values were filed as active, the others as inactive; / = no result given.

SMILES | Tn6 DDE FP | DDE Tn7 FP inh | proKLK7 act | TDP2 inh | TCR-CD3 inh | SIAE inh | LEDGF integ inh | MBD2 DNA inh | PRMT1 FP inh | UHRF1 MBD2 ctr
COc1ccccc1C(=O)Nc1ccc(OCC(=O)N2C(C)CCCC2C)cc1 (stereo unspecified) | 0 | 3 | -0.1 | 1 | 3 | -1 | -3 | 5 | 3 | -1
COc1cccc(NC(=O)CC2Oc3ccccc3NC2=O)c1 (stereo unspecified) | 6 | -1 | -0.7 | 0 | 3 | 3 | -4 | 0 | -4 | 0
O=C(NC(Cc1ccccc1)C(=O)O)c1ccccc1 (stereo unspecified) | -11 | -4 | 0.8 | 9 | 0 | 3 | 0 | 5 | 1 | 1
COc1cc(CNCCO)cc(Cl)c1OCc1ccccc1Cl | 3 | -4 | 0.1 | 0 | -1 | -4 | -4 | -1 | 6 | 2
CCCCC(=O)Nc1ccc2c3c(cccc13)C(=O)N2CC | 1 | -6 | 0.2 | -5 | 1 | -3 | 1 | 1 | 1 | -3
Nc1nc2c(ncn2[C@@H]2O[C@H](CNCC3=Cc4cc(O)ccc4OC3)[C@@H](O)[C@H]2O)c(=O)[nH]1 | 5 | 4 | 0.8 | 1 | 1 | 2 | 5 | -6 | -1 | -3
Cc1c(C#N)sc(C(N)=O)c1C | 7 | -1 | -0.4 | 7 | -2 | -2 | -1 | 0 | 0 | 1
O=C1C=CC(=Nc2ccc3c(c2)Cc2ccccc2-3)O1 | -1 | 13 | -0.8 | -11 | -1 | -1 | -5 | 2 | 3 | -4
Cc1cccc(OCc2nnc(SCC(=O)Nc3nccs3)o2)c1 | -5 | -6 | 0.2 | -3 | 4 | -2 | 5 | -1 | 2 | -3
CC(C)n1c(CCC(=O)O)ccc1-c1ccccc1 | 3 | -1 | 1.0 | -4 | 2 | 0 | -2 | 1 | 1 | 2
COc1cccc(CNc2ccc(N3CCC(C)CC3)cc2)c1OC | 3 | -4 | -2.1 | 0 | -4 | 3 | -1 | -3 | 7 | -2
N#CCCN(CCC#N)C(=S)NC1CC2C=CC1C2 (stereo unspecified) | -1 | 8 | 0.3 | 4 | 0 | -2 | -2 | 3 | 5 | 2
CCN(CC)c1ccc(/C=N/NC(=O)CNC(=O)/C=C/c2ccco2)cc1 | -6 | -3 | 1.0 | -14 | -4 | -1 | -9 | 5 | 11 | 4
COc1cccc(NC(=O)CN(C)C(=O)CNC(=O)c2ccccc2F)c1 | 9 | 6 | 0.9 | 7 | 0 | 5 | -3 | 3 | -1 | -3
CCn1cc(CN2CCC(n3nccc3NC(=O)CCOc3ccccc3)CC2)c(C)n1 | -5 | 0 | 1.0 | -3 | -3 | 3 | 0 | -1 | -1 | 0
CCSc1cc(C2C(C#N)=C(N)OC(C)=C2C(=O)OC)c(C)o1 (stereo unspecified) | 1 | 4 | 0.2 | -8 | 0 | -1 | -2 | -1 | 14 | 0
C=C(C)c1cccc(C(C)(C)NC(=O)N2CCN(c3ccc(OC)cc3)CC2)c1 | 2 | -3 | 0.8 | 4 | 4 | 7 | 4 | 2 | -4 | -3
COC(=O)[C@H]1[C@H](CCc2ccccc2)NC(=O)N(Cc2ccccc2)[C@@H]1C | -3 | -1 | 0.4 | 5 | -1 | 4 | 1 | 3 | 0 | -3
Cc1nc(SCC(=O)NCc2ccco2)c2c3c(sc2n1)CCCC3 | 0 | 1 | 0.1 | 0 | -11 | -10 | 5 | 2 | 3 | 1
COc1ccc(CN2C(=O)c3cccnc3C2=O)cc1S(=O)(=O)N1CCCCC1C (stereo unspecified) | 5 | 1 | 0.2 | 7 | 2 | 0 | -6 | -4 | 5 | 0
COc1cc(OC)nc(NC(=O)CSc2nnc(-c3ccccc3)n2C2CCCCC2)n1 | 7 | 4 | 0.1 | 2 | -3 | 6 | -1 | 6 | 0 | 3
CC1CCCC(C)N1C(=O)CN1C(=O)c2ccccc2S1(=O)=O (stereo unspecified) | -4 | 1 | 0.0 | -8 | -1 | 0 | 3 | -1 | -1 | 0
CC(NC(=O)CCC1COc2ccccc2O1)c1ccccc1 (stereo unspecified) | -4 | -1 | -0.4 | 5 | 0 | 0 | 4 | -2 | 0 | 0
CCN1CCN(c2ccc(S(=O)(=O)N3CCCCC3)cc2NC(=O)COc2ccc(Cl)c(C)c2)CC1 | 5 | 7 | 0.2 | 6 | 4 | -2 | 0 | -1 | -1 | -1
CC1CCCN(C(=O)COC(=O)c2ccc3[nH]c4c(c3c2)CCCC4)C1 (stereo unspecified) | 5 | -9 | 6.8 | -9 | 3 | -1 | 3 | -1 | -1 | 2
CSc1ccc(S(=O)(=O)NC(C)c2ccccc2)cc1 (stereo unspecified) | 0 | 1 | 0.5 | 7 | 1 | 1 | 2 | 6 | 3 | 2
Cc1cc(=O)oc2cc(OCCc3ccccc3)ccc12 | 1 | -6 | -8.7 | -2 | -2 | -6 | 1 | -6 | -4 | 0
Cc1oc(-c2cccc(Cl)c2)nc1CN1CCC(C(=O)NCCCN2CCCC2=O)CC1 | 1 | 3 | 0.0 | -8 | -6 | 1 | -4 | 6 | 8 | 5
O=S(=O)(c1ccc(Br)cc1)c1nc(-c2ccco2)oc1NCC1CCCO1 (stereo unspecified) | 8 | 0 | 0.1 | 3 | 2 | 2 | 5 | -6 | -1 | 10
Oc1c(Br)cc(Br)cc1CNc1ccc(F)cc1 | -1 | -6 | -0.1 | -6 | -2 | 8 | 0 | 0 | 3 | -5
c1ccc(C2=NC(c3ccccc3)N=C(c3ccccc3)N2)cc1 | 2 | -6 | 0.4 | 8 | 10 | 3 | 0 | 0 | -4 | -1
CC(=O)Nc1ccc(S(=O)(=O)N2CCN=C2C)cc1 | 2 | 8 | -0.8 | -5 | 2 | 5 | -2 | 5 | 1 | 1
CCC(=O)N1CCc2cc(Br)cc(S(=O)(=O)N3CCC(C(=O)NCCCOC(C)C)CC3)c21 | 1 | 0 | 0.0 | 3 | 4 | -4 | 2 | 0 | -2 | 0
COc1ccc(N(CC(=O)NCCSCc2ccc(C)cc2)S(=O)(=O)c2ccccc2)cc1 | -1 | 0 | 0.3 | -8 | -10 | 3 | 6 | -1 | -1 | 0
N#C/C(=C/c1ccc(Cl)cc1)NC(=O)c1ccccc1 | 3 | -3 | 0.2 | 6 | 8 | -9 | -1 | -4 | -2 | -1
COc1cc(C(C)=O)ccc1OCC(=O)NCCCn1nc(C)cc1C | 2 | 0 | 0.3 | 12 | -5 | -1 | 1 | -5 | -2 | 2
Cc1c(C)c(C)c(/C=[N+](/C)[O-])c(C)c1C | 1 | -3 | 0.2 | 2 | 2 | 1 | 2 | -7 | 3 | -2
COc1ccc(-n2c(SCC(=O)NCC3CCCO3)nnc2-c2ccncc2)cc1 (stereo unspecified) | -4 | -3 | 0.4 | 0 | / | -1 | 1 | -3 | -2 | 0
CSCc1ccc(C(=O)NCc2ccc(F)cc2)cc1 | 1 | -1 | 0.6 | 4 | -5 | 2 | 2 | 4 | -3 | -2
CNC(=O)CCCN1C(=O)c2ccccc2Sc2ncccc21 | 5 | -1 | -0.2 | -8 | 5 | -3 | 5 | -1 | -2 | -4
COc1ccc2c(c1)nc(N)n2Cc1ccccc1 | -1 | 0 | 0.1 | -4 | -2 | 3 | 3 | 2 | 1 | -2
O=C1O[C@@H](c2ccc(O)cc2)Cc2cccc(O)c21 | -2 | -4 | 49* | -11 | 0 | 0 | -3 | -1 | -4 | 0
Cc1cccc(C)c1NC(=O)COC(=O)C1CC1 | -2 | -1 | -0.3 | 1 | -4 | 2 | -3 | 2 | 0 | -1
Cc1nnc(NC(=O)c2ccc(F)c(S(=O)(=O)N3CCCCC3)c2)s1 | -4 | 2 | 0.1 | -2 | 6 | 5 | 0 | 8 | -1 | 3
O=C(Nc1ccc(OC(F)(F)C(F)F)c(NC(=O)c2ccc(F)cc2)c1)c1ccc(F)cc1 | 2 | -11 | -0.1 | -3 | 14 | -2 | 0 | -1 | 1 | 0
COc1ccc(S(=O)(=O)N(C)CC(=O)NCCC2=CCCCC2)cc1OC | 3 | 9 | 0.7 | -9 | 4 | 6 | -2 | -4 | 0 | 1
CCN(Cc1ccncc1)C(=O)c1ccc(C)c(S(=O)(=O)N2CCCCC2)c1 | 7 | 7 | 0.3 | -7 | 1 | 1 | -1 | -5 | -3 | -2
COc1cccc2c1CCc1c-2nc2ccccc2c1C(=O)O | -8 | -2 | 0.3 | -15 | 1 | 8 | 2 | -4 | -1 | 2
Cn1c(CCN2CCCCC2)nc2cc(NC(=O)C3CCCCC3)ccc21 | 4 | 8 | 0.7 | 8 | 6 | 7 | 1 | 2 | -2 | -2
COc1ccccc1CNC(=O)COC(=O)C1=COCCO1 | 8 | 7 | 0.2 | 8 | 2 | 7 | 3 | 6 | 1 | -1
CC1(C)CC(=O)C=C(NCC(=O)O)C1 | 1 | -6 | 0.1 | 5 | 5 | -1 | 1 | 0 | 4 | -5
CC(c1nc2scc(-c3ccccc3)c2c(=O)[nH]1)N1CCN(CC(=O)NC2CC2)CC1 (stereo unspecified) | 0 | 2 | -2.8 | 32* | 6 | 9 | -2 | 3 | 0 | -4
Cc1ccnc2nc(C(=O)OCC(=O)N3CC(C)CC(C)C3)nn12 (stereo unspecified) | -7 | -8 | -0.4 | 2 | 0 | -2 | 2 | -2 | -3 | -2
Cc1ccc(N/C=C(/C#N)c2ccsc2)cc1 | -1 | -1 | 0.1 | -3 | 3 | 5 | -1 | 3 | -3 | -2
Cc1ccc(S(=O)(=O)Nc2ccc3[nH]ccc3c2)cc1 | -4 | -2 | -0.2 | -18 | 2 | -4 | 8 | -1 | -10 | 1
CCS(=O)(=O)N1Cc2ccccc2CC1C(=O)Nc1ccc(OC)cc1 (stereo unspecified) | -2 | 0 | -0.1 | -7 | 5 | -2 | 4 | -5 | 1 | 1
Cc1sc2c(c1C)C(O)=C(C(=O)Nc1ccccc1)S(=O)(=O)N2C | -7 | -6 | -0.3 | 13 | -7 | 2 | -2 | 2 | 3 | -1
Cc1ccc2c(c1)N(CC(=O)NCC1CCCO1)C(=O)CO2 (stereo unspecified) | -6 | 5 | -0.1 | 0 | 5 | 3 | -2 | -4 | 1 | 0
CCN1C(=S)N[C@@H](CCc2ccccc2)[C@H](C(=O)OC)[C@H]1C | 7 | 5 | 0.2 | -5 | -9 | 7 | 0 | 6 | -2 | 0
CCOC(=O)N1CCN(C(=O)c2cccc(NC(=O)c3ccco3)c2)CC1 | 12 | 2 | -0.1 | -3 | 0 | -7 | 0 | 0 | 1 | 1

Compounds as they come; overall some 4.6% were active at least once.
